NTR1 agonist – agonists of NTR1, primary screen, imaging, U2OS cells, beta-arrestin-GFP, high content (AID 493036). Neurotensin receptor type 1 (Homo sapiens), P30989. NTR1-U2OS beta-arrestin-GFP spot imaging, agonist mode. activation, % at 20 µM. 0.17% of 330,000 active;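 active = activation at or above 40% of the spot to cytoplasm intensity ratio, with at least 20 cells analyzed; inconclusive = wells under 20 cells, flagged as cytotoxic or low count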;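 also: 0% = DMSO without peptide and 100% = 100 nM NTR1 peptide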
Target sequence (P30989 whole entry, looked up): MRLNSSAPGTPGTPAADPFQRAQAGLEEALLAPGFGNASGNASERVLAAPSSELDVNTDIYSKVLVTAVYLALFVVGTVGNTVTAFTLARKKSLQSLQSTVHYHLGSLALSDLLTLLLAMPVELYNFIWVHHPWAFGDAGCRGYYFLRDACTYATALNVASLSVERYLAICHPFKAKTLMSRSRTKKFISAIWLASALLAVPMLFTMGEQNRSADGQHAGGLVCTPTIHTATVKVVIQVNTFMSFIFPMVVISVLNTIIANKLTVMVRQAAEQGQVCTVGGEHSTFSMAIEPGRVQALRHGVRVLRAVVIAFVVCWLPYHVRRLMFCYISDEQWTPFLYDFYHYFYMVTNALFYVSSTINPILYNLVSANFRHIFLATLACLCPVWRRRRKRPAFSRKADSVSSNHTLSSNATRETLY
KOR beta-arrestin-1 – KOR agonists, beta-arrestin recruitment, primary screen, cell-based, luminescence, uHTS (AID 1777); Kappa-type opioid receptor (Homo sapiens); KOR beta-arrestin recruitment, luminescence; higher % means a stronger effect; activation, % at 10 µM; hits with a dose series show EC50 in µM; 0.02% of 280,000 active; in the data active = activation above about 50%, passing the limit was not always enough; also: a part of the inactive calls stands beside numbers as strong as those of hits
KOR beta-arrestin-2 – KOR antagonists, beta-arrestin recruitment, cell-based, luminescence, uHTS (AID 1778) | one-dose inhibition, % at 10 µM; IC50 in µM for titrated hits | KOR beta-arrestin recruitment, luminescence, antagonist mode; higher % means a stronger effect | 0.091% of 290,000 active; also: strong numbers were not always called active
NOD2 inhibition – NOD2 signaling inhibitors, cell-based, luminescence, uHTS, HEK293 (AID 1566); HEK293 NOD2/NF-kB luciferase reporter, luminescence; higher % means a stronger effect; one-dose inhibition, % at 4 µM; EC50 in µM for titrated hits; 0.63% of 290,000 active; also: many of its hits are not listed in these tables
T cell HTS – modulators of CD8 T cell-vesicle binding, primary screen, mouse 2C CD8+ T cells, flow cytometry. 2C CD8+ T cell-vesicle binding; stronger effect = lower value. calls only at 7 µM. 0.068% of 330,000 active;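 active = response, share of CD8 T cells binding vesicles, and their 90th percentile fluorescence all below set limits, cut at about 80% in these data, passing the limit was not always enough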
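material = purified 2C TCR transgenic mouse naive CD8+ T cells | controls = Unloaded micro-vesicles (low), QL9 vesicles with 0.7% DMSO (high) | detection = cytometric PE anti-B7-1 and Alexa647 anti-CD8 signals after 1% paraformaldehyde fixation | incubation = binding step 1.5 h, 37 °C, antibody labelling 20 min, ice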
GPR55 beta-arrestin – GPR55 agonists via beta-arrestin recruitment, primary screen, imaging, U2OS cells, beta-arrestin-GFP redistribution (AID 1961) | 0.048% of 290,000 active | U2OS GPR55 beta-arrestin-GFP redistribution imaging; higher % means a stronger effect | activation, % at 10 µM, or EC50 in µM where a hit was titrated | G-protein coupled receptor 55 (Homo sapiens);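 active = activation above 40% with more than 50 cells counted in the well; inconclusive = wells holding fewer than 50 cells, flagged as toxic or sparse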;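 also: U2OS osteosarcoma cells stably expressing GPR55 and beta-arrestin-GFP; plate controls were DMSO negative control for no effect and LPI positive control for full effect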
NOD1 NF-kB reporter – NOD1 signaling inhibitors, primary screen, cell-based, luminescence, uHTS (AID 1578). NOD1-driven NF-kB luciferase reporter cells, luminescence; higher % means a stronger effect. inhibition, % at 4 µM; hits with a dose series show EC50 in µM. 1% of 290,000 active; in the data active = inhibition mostly above about 36%, no sharp cut-off; inactive = mostly below about 34%;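 also: HEK-293T reporter cells stimulated with the NOD1 agonist gamma-tri-DAP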
Myeloid diff 2 – induction of myeloid progenitor differentiation, primary screen, cell-based, flow cytometry, MLPCN library; ER-HoxA9 myeloid progenitors, lysozyme-GFP differentiation; calls only at 10 µM; 1% of 360,000 active; AID 624256, 2012;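 active = normalized GFP-positive differentiation at or above the plate's own cutoff, the solvent-only control mean plus 3 SD; inconclusive = no clear call, values can overlap the other calls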;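 also: cells exposed to compound for four days before flow analysis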
GPR55 antagonists – GPR55 antagonists blocking LPI-driven arrestin recruitment, primary screen, imaging, U2OS, beta-arrestin-GFP, LPI agonist (AID 2013) | one-dose inhibition, % at 10 µM; IC50 in µM for titrated hits | G-protein coupled receptor 55 (Homo sapiens) | 0.13% of 290,000 active | U2OS GPR55 beta-arrestin-GFP translocation imaging, LPI antagonism; higher % means a stronger effect;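 active = spots per cell inhibited over 60%, with over 100 cells counted and total cytoplasm intensity under 500,000; inconclusive = wells with under 100 cells, flagged as likely toxic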;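 also: U2OS cells stably carrying GPR55 and arrestin-GFP stimulated by 5 µM LPI near EC80; imaged beta-arrestin-GFP aggregate spots per cell after agonist stimulation; plate controls were LPI-stimulated DMSO wells for no effect and DMSO wells without LPI for full effect; some results filed as inactive read as strong as hits; confirmed hits need IC50 under 10 µM and bright autofluorescent wells are also inconclusive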
T cell HTS vesicle-bound % – recorded beside T cell HTS, whose call it bears; double positive events, %; measured here: CD8+ vesicle-bound cell fraction;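 binding gate set so that unloaded-vesicle control wells show 10% double positive cells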
NTR1 agonist cell count 20 µM – recorded beside NTR1 agonist, whose call it bears; cell count; measured here: cell count, cytotoxicity flag
Myeloid diff 2 GFP+ MAC1+ % – second read-out of Myeloid diff 2, no call of its own (marks repeat the call); GFP+ MAC1+ double positive, %; measured here: differentiation confirmed by MAC1 staining
Active calls of the source: *; i = inactive; ? = inconclusive; . = not tested or not shown; + = active, no number; [ ] = remark or other dose. Rule as the data show it, unless noted: active = inhibition above about 50%; inactive = the rest. This is a subset, so the mix of outcomes need not match the whole.

Values run as follows: NTR1 agonist	NTR1 agonist cell count 20 µM	KOR beta-arrestin-1	KOR beta-arrestin-2	NOD2 inhibition	T cell HTS	T cell HTS vesicle-bound %	GPR55 beta-arrestin	NOD1 NF-kB reporter	Myeloid diff 2	Myeloid diff 2 GFP+ MAC1+ %	GPR55 antagonists
- Cc1nnc(NC(=O)c2ccco2)s1
  -1.6	87	-5.1%	0%	7%	i	14	-0.1%	-8%	i	3.3	11%
- CNC(=O)c1c(NC(=O)c2ccc(S(=O)(=O)N3CC(C)OC(C)C3)cc2)sc2c1CCN(C(C)C)C2 (configuration not stated)
  0.3	71	-2.2%	5%	1%	i	35	0.4%	-18%	i	3.3	23%
- C/C(N)=C(/C#N)C(=O)COC(=O)c1ccc(O)cc1
  4.6	38	3.0%	15%	13%	i	44	-0.3%	5%	i	0.2	-2%
- COc1ccc(CNC(=O)c2ccc(Br)cc2)cc1
  -0.6	48	-5.1%	9%	1%	i	35	0.1%	-44%	.	.	8%
- Cc1ccc(/C=N/NC(=O)c2ccc3nc[nH]c3c2)o1
  -1.0	49	-5.0%	27%	-131%	i	25	-0.2%	0%	i	0.7	2%
- CCn1c(C)c(C(C)=O)c(N2CCN(C(c3ccccc3)c3ccccc3)CC2)nc1=S
  4.5	71	1.4%	-46%	1%	i	32	0.2%	14%	i	0.2	14%
- COc1ccc(NC(=O)c2cccc(Cl)c2)c[n+]1[O-]
  .	.	-18%	-10%	-28%	i	35	-0.1%	-15%	i	0.6	-1%
- O=C(O)c1cc(-c2ccc(Cl)cc2)n(-c2ccccc2)n1
  1.3	97	-1.0%	15%	15%	i	32	0.5%	-30%	i	0.1	16%
- O=C(CN1C(=O)/C(=C\c2ccc(C(F)(F)F)cc2)Sc2ccccc21)NCc1ccco1
  9.1	63	3.5%	3%	3%	i	7	-0.1%	11%	i	0.7	6%
- CC(C)C[C@H](NC(=O)c1nc[nH]c1C(=O)NCCCCCNC(=O)OC(C)(C)C)C(=O)OC(C)(C)C
  9.6	52	-5.0%	4%	7%	.	.	-0.2%	24%	i	0.8	16%
- C=CCNC(=O)c1cn(CC)c2cc(N3CCN(C(=O)c4ccco4)CC3)c(F)cc2c1=O
  1.7	65	4.0%	-32%	18%	i	10	-0.1%	-11%	?	.	10%
- COc1ccc(CCNC(=O)CC(C)S(=O)(=O)c2ccc3c(c2)NC(=O)CO3)cc1OC (configuration not stated)
  -1.3	58	-1.8%	-25%	9%	i	13	-0.1%	4%	i	1.5	-9%
- CCC(C(=O)Nc1c[nH]c(=O)[nH]c1=O)c1ccccc1 (configuration not stated)
  -2.7	50	9.2%	32%	2%	i	45	0.2%	-16%	i	0.3	-2%
- CC(Oc1ccc(C(C)(C)C)cc1)C(=O)NC1CC(C)(C)NC(C)(C)C1 (configuration not stated)
  -0.1	61	-3.9%	7%	-6%	i	77	0.3%	-32%	i	0.8	32%
- O=C(CSc1ncnc2ccccc12)c1ccco1
  -1.2	51	-4.3%	-4%	-29%	i	61	0.7%	-31%	i	0.4	3%
- CCc1cc2ccc(C)cc2nc1SCC(=O)N1CCN(C(=O)c2ccco2)CC1
  1.5	56	5.4%	10%	4%	i	18	0.3%	-19%	i	1.3	-6%
- CCC(C)(C)NC(=O)C(c1ccco1)N(C(=O)Cn1nnc2ccccc21)c1ccc2c(c1)OCO2 (configuration not stated)
  -1.9	42	-8.5%	14%	3%	i	31	-0.1%	-28%	i	1.3	1%
- COC(=O)c1cc(C(=O)OCC(=O)Nc2cc(C)on2)cc([N+](=O)[O-])c1
  0.7	54	-2.4%	-8%	7%	i	48	0.0%	-10%	i	0.5	8%
- Cc1cc(C)cc(N(CC(=O)NC2CCCC2)C(=O)CNC(=O)c2cccs2)c1
  1.6	77	-2.9%	6%	6%	i	12	0.1%	-22%	i	0.5	2%
- Cc1ccc(C(=O)Nc2ccc(OCc3ccccc3)cc2)cc1[N+](=O)[O-]
  -0.5	62	2.6%	-35%	-14%	i	39	-0.3%	8%	i	8.3	8%
- CC(=C/c1ccccc1)/C=N/NC(=O)c1ccc2nc[nH]c2c1
  1.8	60	3.9%	-4%	19%	i	37	1.2%	12%	i	0.0	-2%
- Cc1cc(Cl)ccc1OC(C)C(=O)NN=C1CCCCCC1 (configuration not stated)
  0.2	59	-0.3%	0%	-12%	i	15	.	-38%	.	.	-4%
- COc1ccc(OC(C)C(=O)N2CCCc3ccccc32)cc1 (configuration not stated)
  -0.4	93	-2.2%	-6%[20 µM]	-1%	i	25	-0.1%	-46%	i	0.7	-3%
- Cn1cc(C(=O)C(F)(F)F)c2ccccc21
  -1.1	58	-1.5%	-10%	8%	i	39	0.2%	10%	i	0.7	6%
- CCNc1nc2ccccc2[nH]1
  -1.2	48	0.2%	15%	-1%	i	26	-0.1%	-12%	i	0.3	2%
- C[C@H](NC(=O)[C@@H]1Cc2ccccc2CN1)C(=O)NCC1CCCO1 (some centres not stated)
  1.1	70	3.6%	-25%	2%	i	8	-0.1%	-30%	i	5.9	5%
- O=C(O)/C=C/C(=O)Nc1ccc(Cl)c(C(=O)O)c1
  0.7	43	1.7%	40%	10%	i	50	-0.2%	-11%	i	0.4	-3%
- COc1cccc(/C=N/NC(=O)CSc2nnc(C)n2-c2ccccc2)c1O
  0.2	42	0.6%	-9%	21%	i	40	0.7%	7%	i	0.8	16%
- CC1CN(C(=O)c2ccccc2Nc2ccc(SC(F)F)cc2)CC(C)O1 (configuration not stated)
  -1.0	95	-3.0%	-13%	-4%	i	60	1.0%	-24%	i	0.3	2%
- CCOC(=O)c1c(NC(=O)c2c(-c3ccccc3)noc2C)sc(C)c1-c1ccccc1
  5.9	37	-4.0%	-53%	14%	i	16	-0.1%	48%	+	31*	0%
- COc1ccc(CC(=O)N2CCCC2)c(OC)c1
  -0.2	44	-3.3%	13%	-8%	i	25	.	-37%	i	0.4	0%
- Cc1cccc(Nc2nc(-c3ccccn3)cs2)n1
  2.3	78	-4.6%	26%	-183%	i	3	0.2%	-25%	i	1.9	8%
- Cc1ccc(OCCNC(=O)CCc2nc3sc4c(c3c(=O)[nH]2)CCCC4)cc1
  2.4	66	6.7%	-23%	12%	i	35	-0.1%	-19%	i	1.1	13%
- CCc1cc(=O)oc2cc(OCC(=O)NCCCN3CCOCC3)c(Cl)cc12
  -0.7	53	-1.0%	28%	15%	i	18	-0.2%	-24%	i	2.0	17%
- O=S(=O)(NC1CC2CCC1C2)c1ccc(Br)cc1 (configuration not stated)
  1.7	63	3.5%	-53%[20 µM]	9%	i	71	-0.3%	22%	i	0.7	1%
- CN(C(=O)CSc1nc2ccccc2s1)c1c(N)n(Cc2ccccc2)c(=O)[nH]c1=O
  0.2	47	-3.5%	9%	0%	i	15	0.2%	-16%	i	0.1	17%
- COc1ccc(S(=O)(=O)NC(CC(=O)NCc2ccccc2OC)c2ccco2)cc1 (configuration not stated)
  1.1	50	-2.2%	17%	-9%	i	51	-0.4%	19%	i	0.8	7%
- Cc1ccc(/C=N/NC(=O)Cc2ccc(Cl)cc2)c(O)c1
  3.4	43	3.0%	-9%	23%	i	59	0.7%	20%	i	1.8	-3%
- Cc1ccc(C(=O)NCc2ccccc2)c(F)c1F
  1.4	55	-1.6%	-45%[20 µM]	13%	i	23	-0.1%	-26%	i	0.5	9%
- Cc1cc(-n2c(C)cc(C(=O)COc3ccccc3[N+](=O)[O-])c2C)no1
  1.0	41	-4.6%	-25%	-23%	i	29	-0.1%	-36%	i	0.7	0%
- CCOC(=O)c1c(NC(=O)c2ccccc2)sc2c1CCc1ccccc1-2
  4.5	78	-1.4%	-37%	11%	i	64	-0.2%	-36%	i	0.2	15%
- COc1ccc(CCNC(=O)c2cc(S(=O)(=O)N3CCOCC3)cn2C)cc1OC
  2.2	54	-4.2%	-21%[20 µM]	14%	i	46	-0.1%	44%	i	4.0	7%
- Cc1ccnc(SC2CC(=O)N(c3ccc(Br)cc3)C2=O)n1 (configuration not stated)
  0.4	50	-0.9%	-13%[20 µM]	-7%	i	25	-0.2%	-26%	i	0.5	5%
- COc1ccc(-c2cc(C)no2)cc1S(=O)(=O)N1CCOc2ccc(Cl)cc21
  4.7	68	-2.9%	-3%	3%	i	44	-0.1%	-10%	i	1.1	?
- COc1ccc(N2C(=O)CC(Sc3nnc(-c4ccccc4)o3)C2=O)cc1 (configuration not stated)
  -2.1	94	-0.3%	-17%	3%	i	47	-0.2%	-22%	i	0.3	5%
- CCOC(=O)c1c(C)[nH]c(C(=O)OCc2c(C)noc2C)c1C
  -0.2	40	-0.1%	-16%	23%	i	21	-0.2%	33%	i	1.2	-10%

High-throughput results deposited in PubChem BioAssay by several laboratories.
